GPR151 activ – activators of human GPR151 | Q8TDV0 | PathHunter beta-arrestin GPR151 cells, luminescence | activation, % at 11.2 µM | 650,000 compounds, 1% hits | AID 1508602; in the data active means activation above about 4.9%;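 further: 0% = median of compound wells and 100% = cells with positive control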
Target sequence (Q8TDV0 whole entry, looked up): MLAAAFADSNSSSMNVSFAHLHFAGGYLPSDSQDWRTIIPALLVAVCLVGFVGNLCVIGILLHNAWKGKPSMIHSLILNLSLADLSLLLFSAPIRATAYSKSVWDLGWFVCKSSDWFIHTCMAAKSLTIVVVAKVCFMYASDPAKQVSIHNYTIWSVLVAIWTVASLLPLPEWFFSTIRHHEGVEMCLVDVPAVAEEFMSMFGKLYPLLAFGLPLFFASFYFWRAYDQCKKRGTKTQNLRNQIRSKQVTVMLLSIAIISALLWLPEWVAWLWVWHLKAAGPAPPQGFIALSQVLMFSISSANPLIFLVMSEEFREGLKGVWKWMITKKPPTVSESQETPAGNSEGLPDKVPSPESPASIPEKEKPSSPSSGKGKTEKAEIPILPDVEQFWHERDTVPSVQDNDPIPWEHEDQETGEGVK
FBW7 act – activators of human E3 ligase FBW7; AlphaScreen FBW7–phospho-cyclin E peptide binding, activator screen; normalized activity (activation), % at 26.1 µM; 650,000 compounds, 0.13% hits; AID 1259310; in the data active means normalized activity above about 1.9%;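 further: purified mutant Fbw7 with reduced substrate affinity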
MITF inh – inhibitors of human MITF. 650,000 compounds, 0.91% hits. inhibition, % at 2.6 µM. AlphaScreen MITF homodimerization, bead proximity signal. O75030; in the data active means inhibition above about 50%;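 further: 0% = vehicle wells with protein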
Target sequence (O75030 whole entry, looked up): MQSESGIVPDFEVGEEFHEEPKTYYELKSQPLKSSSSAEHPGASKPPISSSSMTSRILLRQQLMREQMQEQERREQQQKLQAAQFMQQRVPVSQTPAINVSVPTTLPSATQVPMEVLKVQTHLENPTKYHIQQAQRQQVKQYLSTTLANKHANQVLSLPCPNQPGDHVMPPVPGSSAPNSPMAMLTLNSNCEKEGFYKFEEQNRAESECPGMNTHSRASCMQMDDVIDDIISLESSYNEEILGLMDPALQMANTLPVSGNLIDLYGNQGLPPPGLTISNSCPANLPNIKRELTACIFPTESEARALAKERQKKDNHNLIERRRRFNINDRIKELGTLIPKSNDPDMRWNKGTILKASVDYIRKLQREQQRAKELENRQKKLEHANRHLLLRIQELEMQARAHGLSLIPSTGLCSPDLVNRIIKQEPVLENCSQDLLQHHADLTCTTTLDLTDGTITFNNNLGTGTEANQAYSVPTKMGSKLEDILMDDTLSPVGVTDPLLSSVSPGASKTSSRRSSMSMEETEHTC
TEAD-YAP inh – TEAD-YAP interaction inhibition | HEK-TIYL cells, TEAD-Gal4/YAP UAS-luciferase luminescence | inhibition, % at 9.12 µM | 640,000 compounds, 1.4% hits | AID 1259422; in the data active means inhibition above about 32%;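 further: 0% = median of test compound wells and 100% = reference inhibitor wells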
* = called active by the depositor.

SMILES	GPR151 activ	FBW7 act	MITF inh	TEAD-YAP inh
CN1CCc2c(sc3c2C(=O)NC(c2ccc(OC(=O)c4cccc5ccccc45)cc2)N3)C1 (configuration not stated)	1.0	0.1	2.5	-46.0
CCOc1ccccc1Nc1sc(C(=O)c2ccc([N+](=O)[O-])cc2)c(N)c1C#N	-0.7	0.3	8.4	9.6
COc1ccc2oc(CS(=O)c3ccccc3)c(C(=O)O)c2c1 (configuration not stated)	-3.2	0.0	8.7	-4.2
O=C(CN(c1ccc(Cl)c(Cl)c1)S(=O)(=O)c1ccccc1)N1CCN(c2ccccc2)CC1	-0.5	0.3	9.9	6.7
O=C(O)c1ccc(C(=O)O)c(C(=O)c2ccc(NC(=O)c3ccccc3)cc2)c1	-0.8	-0.1	6.5	5.4
CCCCCCc1ccc(C2=N/C(=C\c3ccc(N(C)C)cc3)C(=O)O2)cc1	1.5	-0.1	-2.2	-2.6
O=C(Nc1ccc(Br)cc1)c1cnn2c1NC(c1cccs1)CC2C(F)(F)F (configuration not stated)	0.7	1.0	6.9	-2.5
COc1ccc(C2CC(c3ccc(Cl)cc3)=NN2c2ccccc2F)c(OC)c1 (configuration not stated)	-0.4	1.2	-36.7	-8.6
O=C(NCCc1ccccc1)c1cccc(NS(=O)(=O)c2ccc(Br)cc2)c1	-0.1	-0.1	9.9	-13.5
O=C(O)c1ccc2c(=O)n(-c3ccccc3)c(=S)[nH]c2c1	0.6	0.1	11.5	-1.9
COC(=O)Cn1c(=O)n(-c2ccc(C)cc2)c(=O)c2oc3ccccc3c21	-0.1	-0.1	5.1	6.7
COC(=O)c1cc(CSc2nnc(-c3ccc(OC)cc3)o2)oc1C	0.3	0.0	4.3	14.6
CCC1CN(CC(=O)NCCC2CCCN2C)Cc2ccc(Cl)cc2O1 (configuration not stated)	-0.6	0.0	-0.5	6.4
CC(C)(C)C(=O)/C=C/Nc1ccc(C(=O)O)cc1	0.7	-0.1	-13.2	13.2
Cc1cc(-n2c(N)c(C(=O)Nc3ccccc3F)sc2=S)ccc1Cl	1.9	-0.2	6.3	-12.1
COc1ccccc1N1CCN(C(=O)CN(c2ccc(C)cc2)S(=O)(=O)c2ccc(C)cc2)CC1	-1.3	0.0	4.5	1.8
CCOc1ccccc1C(=S)N1CCCCC1	-0.5	0.0	-1.4	-2.4
Cc1nc(N2CCCCC2C)c2c(C)c(C(=O)Nc3ccc(F)c(Cl)c3)sc2n1 (configuration not stated)	1.3	-0.1	-9.5	-1.0
COc1cccc(/C=N/NC(=O)C(=O)Nc2cccc(C(F)(F)F)c2)c1O	0.6	-2.5	6.0	58.9*
COc1ccc(C(=O)COC(=O)c2ccccc2NC(=O)c2ccccc2)cc1	-1.7	0.1	8.5	6.3
O=C(NC1CC1)c1ccc(-c2nc(NCCc3ccc(O)cc3)c3ncn(-c4ccsc4)c3n2)cc1	1.2	0.0	5.9	58.5*
CCCOC(=O)C1=C(C)NC2=C(C(=O)CC(c3ccc(OC)c(OC)c3)C2)C1c1cccc(OC)c1OC (configuration not stated)	0.1	0.2	1.6	7.8
COC(=O)[C@@H]1CCCN1Cc1ccc2c(c1)CN(Cc1ccc(OC)cc1OC)CCO2	-0.3	-0.4	0.4	13.9
COc1ccccc1/C=C/C(=O)NCc1ccco1	8.9*	0.1	6.4	-5.3
CCOc1ccccc1NC(=O)c1ccc(F)c(S(=O)(=O)N2CCN(c3cccc(C)c3)C(C)C2)c1 (configuration not stated)	-0.8	0.0	-4.2	-12.9
O=C(Nc1c2c(nn1-c1ccc(F)cc1)CS(=O)(=O)C2)c1cccc(Br)c1	0.3	-0.3	9.8	10.2
O=C1NC2(CCN(C(=O)CN3CCCCCC3)CC2)Oc2ccccc21	-0.9	-0.1	-11.2	-3.9
COc1ccccc1NC(=O)c1ccn(C(=O)c2cccc(I)c2)n1	2.4	-0.2	-1.1	-18.5
CC(C(=O)NC1CCCCCC1)N1Cc2ccccc2C1=O (configuration not stated)	-0.5	0.1	-2.5	-1.4
Cc1cc(C)nc(N2CCC(NCc3cccnc3)CC2)n1	-1.3	-0.2	-15.8	8.5
Cc1ccc(S(=O)(=O)N(C)CC(=O)N2CCC(C(N)=O)CC2)cc1	0.6	-0.3	-5.7	0.2
CCn1c(=O)[nH]c2c(C(N)=O)nc(-c3ccc(OC)cc3)nc21	1.1	-0.3	-0.4	-4.8
COc1ccc(C2CC(c3ccccc3)=NN2S(=O)(=O)c2ccc(C)cc2)c(OC)c1 (configuration not stated)	0.4	-0.2	-4.9	-0.2
O=C(CCn1c(=S)[nH]c2cc3c(cc2c1=O)OCO3)NCc1ccccn1	0.9	-0.3	-13.8	2.1
Cc1ccc(C(C)(C)C)c(OCC(=O)NCc2ccco2)c1	1.7	0.1	7.1	-1.5
CC(NS(=O)(=O)c1ccc(F)cc1F)C1CC2CCC1C2 (configuration not stated)	-0.4	0.1	-4.5	-10.3
O=C(O)CN1CC(=O)Nc2ccccc21	-1.0	-0.1	-5.0	3.1
c1ccc(-c2cc(N3CCN(c4ccccn4)CC3)nc(-c3cccnc3)n2)nc1	0.7	0.2	9.6	12.5
Cc1sc2ncnc(NCCc3ccc4c(c3)OCCO4)c2c1C	1.2	0.6	17.2	56.6*
CCOC(=O)c1c(NC(=O)c2ccccc2)sc2c1CCC(C)C2 (configuration not stated)	-0.8	-0.1	-0.5	-5.6

Next section; it opens with the four that closed the last part.
SMILES	GPR151 activ	FBW7 act	MITF inh	TEAD-YAP inh
O=C(O)CN1CC(=O)Nc2ccccc21	-1.0	-0.1	-5.0	3.1
c1ccc(-c2cc(N3CCN(c4ccccn4)CC3)nc(-c3cccnc3)n2)nc1	0.7	0.2	9.6	12.5
Cc1sc2ncnc(NCCc3ccc4c(c3)OCCO4)c2c1C	1.2	0.6	17.2	56.6*
CCOC(=O)c1c(NC(=O)c2ccccc2)sc2c1CCC(C)C2 (configuration not stated)	-0.8	-0.1	-0.5	-5.6
CSc1nc(N)nc(SCC(=O)Nc2ccccc2)c1C#N	-1.7	0.4	20.1	-6.0
COc1cc(/C=N/NS(=O)(=O)c2ccc(C(C)(C)C)cc2)c([N+](=O)[O-])cc1OC	0.1	-0.1	5.0	-0.2
CN(C)CCNC(=S)Nc1ccccc1F	0.3	-0.1	-0.5	1.0
COc1ccc(C(=O)NCCc2nnc3n2CCN(Cc2ccc(O)cc2)CC3)cc1	-0.9	0.1	-10.2	-9.3
CC(Oc1ccc(Br)cc1Cl)C(=O)Nc1ccccn1 (configuration not stated)	-3.0	0.2	-8.0	-55.7
Cc1ccc(OCc2ccc(C(=O)Nc3ccccc3)cc2)cc1	1.5	-0.1	-0.4	-8.3
C=CCNC(=O)CCn1c(=O)[nH]c2ccccc2c1=O	1.0	-0.1	1.7	1.8
COc1cccc(C2C(C#N)=C(C)NC3=C2C(=O)CC(c2ccccc2)C3)c1OC (configuration not stated)	-0.9	0.1	6.2	19.8
CCOC(=O)C1=C(C)N=c2s/c(=C\c3ccc(-c4cccc(C(=O)O)c4)o3)c(=O)n2C1c1ccc(Cl)cc1 (configuration not stated)	-0.6	0.2	-1.8	-16.2
COc1ccc(OC)c(C2C(C(=O)OCC3CCCO3)=C(C)NC3=C2C(=O)CCC3)c1 (configuration not stated)	0.3	0.0	7.3	-0.5

Copied from the list.
Under FBW7 act, `CN(C)CCNC(=S)Nc1ccccc1F` is listed with -0.1
Under GPR151 activ, `COC(=O)c1cc(CSc2nnc(-c3ccc(OC)cc3)o2)oc1C` is listed with 0.3

The listing continues.
SMILES	GPR151 activ	FBW7 act	MITF inh	TEAD-YAP inh
CCC1CN(CCC(=O)NCc2cn3cc(C)sc3n2)Cc2cc(OC)ccc2O1 (configuration not stated)	-0.5	-0.4	-4.6	1.4
CN(C)c1ccc(CNc2ccc3c(c2)ncn3C)cc1	-0.2	-0.1	2.3	9.1
O=c1c2ccccc2nc(SCc2cccc(Cl)c2)n1CCN1CCOCC1	-0.5	0.0	-4.6	3.4
CCC1CCc2c(sc(NC(=O)c3cccc(OC)c3)c2C(N)=O)C1 (configuration not stated)	0.9	1.1	19.3	-12.4
CC(C)NC(=S)N/N=C/c1ccc(C#N)cc1	0.3	0.2	3.0	9.0
CCOC(=O)c1c(NC(=O)c2cc(C)no2)sc2c1CCCC2	-0.1	-0.4	-5.9	0.9
CN(Cc1ccccc1)C(=O)C1CCN(S(=O)(=O)c2ccc(Cl)cc2)CC1	0.2	-0.1	1.9	-6.4
Cc1ccc(OCC(=O)Nc2ccc3c(c2)CN(C(=O)c2ccco2)CC3)cc1	-1.1	0.1	28.8	12.2
COc1ccc(OC)c(NC(=O)c2ccc(Br)o2)c1	-0.4	-0.1	5.7	-19.2
O=C(O)[C@@H]1CCCN1Cc1ccccc1	-1.0	-0.1	-6.3	6.9
CCCS(=O)(=O)Nc1nccnc1-c1ccc(COc2cccc(OC)c2)cc1	-0.7	0.2	4.5	6.7
CCOC(=O)C1=CN(C)C=C(C(=O)OCC)C1c1ccc(OC)cc1OC	2.9	0.1	-6.8	4.9
COc1ccc2[nH]c(=O)c(CN(CCO)S(=O)(=O)c3ccc(Cl)cc3)cc2c1	0.3	-0.1	-3.4	-14.7
C=CCc1cc(/C=C2/NC(=O)N(Cc3ccc(F)cc3)C2=O)cc(OCC)c1O	0.6	0.1	7.7	1.7
O=C(COC(=O)c1ccc(CO)cc1)Nc1ccc2ccccc2c1	-0.5	0.1	-3.2	-3.9
COc1ccc(S(=O)(=O)N(Cc2cc3cc(C)ccc3[nH]c2=O)CC2CCCO2)cc1 (configuration not stated)	-0.7	-0.1	4.7	-0.1
O=C(c1cc(-c2ccco2)[nH]n1)N1CCC(COCc2ccccc2)CC1	0.2	0.1	-4.7	4.2
CCCOc1ccc(/C=C/C(=O)Nc2nnc(C)s2)cc1OC	-0.3	-0.1	-0.8	-1.2
CC12C=CC(C)(O1)C1C(=O)N(c3ccc(C(=O)O)cc3)C(=O)C12 (configuration not stated)	0.3	0.1	34.5	0.0
O=S(=O)(c1ccccc1)N(Cc1nc(-c2ccccc2)no1)C1CCCCC1	2.5	0.0	-16.5	-12.9
CC(C)(CO)Nc1cc(N2CCOCC2)c([N+](=O)[O-])cc1[N+](=O)[O-]	-0.9	0.1	12.0	-9.1
COc1ccc(OC)c(Nc2nc(NCc3ccco3)c3ccccc3n2)c1	1.5	0.2	18.1	6.7
Cc1ccc2c(Cl)c(C(=O)N3CC(C)OC(C)C3)sc2c1 (configuration not stated)	3.8	-0.3	3.1	3.4
Cc1nonc1C(=O)NCC1Cc2cc(F)cc(-c3ccccn3)c2O1 (configuration not stated)	0.2	-0.1	1.8	-16.7
Cc1cc(C(=O)N2CCC(C(N)=O)CC2)ccc1[N+](=O)[O-]	-0.5	0.0	11.9	-2.6
COc1ccccc1CNC(=O)CCCn1c(=S)[nH]c2ccsc2c1=O	3.2	-0.6	-6.3	9.9
CCOC(=O)N1CCN(Cc2ccc(O)c(OC)c2)CC1	-1.0	0.8	19.3	18.7
c1ccc(-n2cnc3c(Nc4ccc5c(c4)OCO5)nc(Nc4cnccn4)nc32)cc1	0.8	1.0	-5.9	-22.6
Cc1ccccc1Oc1cccc(C(=O)/C(C#N)=C/N(C)C)c1	4.8	-0.1	-3.3	-0.3
COc1ccc(-c2nnc(C3CCN(S(=O)(=O)c4ccc(C)c(C)c4)CC3)o2)cc1	3.3	-0.1	-7.0	8.4
COc1ccc(NC(C)C(=O)N/N=C/c2ccncc2)cc1 (configuration not stated)	-0.5	0.0	-6.1	-5.4
O=c1oc2ccccc2c2c1SC(C(F)(F)F)C2 (configuration not stated)	1.0	0.0	-2.1	5.2
CCCCOc1ccc(C(=O)Oc2coc(CSc3ncccn3)cc2=O)cc1	-1.4	0.1	5.2	-0.1
Cc1cc(C)c(NC(=S)N2CCC(N(C)CCN3CCOCC3)CC2)c(C)c1	-0.1	0.7	-1.3	-1.5
CC(=O)Nc1ccc(NC(=O)c2ccnc(Nc3ccc4ncccc4c3)c2)cc1	-1.1	-0.1	14.7	-7.3
Cc1ccc(OCC(=O)NCc2nc(-c3cccc(C)c3)no2)cc1	-2.1	0.7	-6.3	18.2
COc1ccccc1-c1cc(N)n(S(=O)(=O)c2ccc(F)c(C)c2)n1	-2.0	0.1	4.7	3.9
CCOCC(=O)C1=C(C)NC(=S)NC1c1cccc(Oc2ccccc2)c1 (configuration not stated)	-0.8	-0.2	-12.2	-0.7
CCOc1ccc(C(CC(=O)O)NC(=O)Cc2ccccc2)cc1OC (configuration not stated)	1.0	0.0	8.2	-2.7
Cc1c(C(=O)Nc2ccccc2C(F)(F)F)sc2ncn(CC(=O)N3CCOCC3)c(=O)c12	-0.5	0.0	2.2	-6.1
CCCCN1C(=O)C(=O)N(CC(=O)Nc2c(CC)cccc2CC)C1=O	-0.1	-0.2	1.9	-4.7
Cc1ccc(Cn2c(SCc3ccc(Cl)cc3)nc3c2c(=O)[nH]c(=O)n3C)cc1	-0.3	0.0	6.7	-8.8
COc1ccc(S(=O)(=O)N2CCSCC2)cc1	-0.7	-0.1	-11.0	10.5
COc1ccccc1OC(=O)c1cccc([N+](=O)[O-])c1C	-0.6	0.3	15.1	-0.5
CN(Cc1cccs1)c1ccc(S(=O)(=O)N2CCCC2)cc1[N+](=O)[O-]	0.4	-0.3	-5.4	7.5
CN(C)c1ccc(/C=C2\N=C(c3ccccc3F)N(c3cc(Cl)ccc3Cl)C2=O)cc1	-1.7	-0.2	6.2	3.0
O=C1CCCN2N=C(SC(c3ccccc3)c3ccccc3)SC2=N1	1.3	-0.6	-2.0	-6.1
